E coli WT inh: blocks growth of wild type E. coli BW25113 | E. coli BW25113 growth inhibition, OD600 | inhibition, % at 10 µM | 20,000 tested, 0.05% active; in the data active = inhibition above about 40%;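 note: bacteria exposed to compound for 20 hours at 37 °C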
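Assay system: Bacterial strain in a whole-cell growth screen | Amount: Inoculum from a 1:1000 dilution of a 1.5 h subculture | Detection: Absorbance at 615 nm as a measure of bacterial growth | Timing: 20 h exposure, 37 °C | Buffer or medium: LB plus kanamycin 50 µg/mL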
An asterisk follows results filed as active. This is a subset; the hit share may differ from the screen's.

Start of the data: the first three records, ahead of the listing:
How did Nc1nc(F)nc2c1ncn2[C@@H]1O[C@H](CO)[C@@H](O)[C@@H]1O do in these assays?
E coli WT inh: 12

What do the screens show for `CC(=O)NCCCCCCNC(C)=O`?
E coli WT inh: -7

How did Cc1cc(C)nc(NC(=NCc2ccc3c(c2)OCO3)NC(=O)Nc2ccccc2)n1 do in these assays?
E coli WT inh: -18

The whole of this part, from the start:
How did Nc1nc(F)nc2c1ncn2[C@@H]1O[C@H](CO)[C@@H](O)[C@@H]1O do in these assays?
E coli WT inh: 12

What do the screens show for `CC(=O)NCCCCCCNC(C)=O`?
E coli WT inh: -7

How did Cc1cc(C)nc(NC(=NCc2ccc3c(c2)OCO3)NC(=O)Nc2ccccc2)n1 do in these assays?
E coli WT inh: -18

What do the screens show for `O=C(NCc1ccco1)c1ccccc1NS(=O)(=O)c1cccs1`?
E coli WT inh: -16

How did Clc1cccc(Cl)c1Cn1cnc2c(N3CCCCCC3)ncnc21 do in these assays?
E coli WT inh: -10

How did O=C(CCC1CCCC1)Nc1ccon1 do in these assays?
E coli WT inh: -4

How did CCN1CCN(C(=O)c2ccc3c(=O)n(CCC4=CCCCC4)c(=O)[nH]c3c2)CC1 do in these assays?
E coli WT inh: 2

What do the screens show for `Cc1csc2nc(CSc3nc4ccccc4o3)c(Br)n12`?
E coli WT inh: -6

What do the screens show for `CCCN1C(=O)c2ccc(C(=O)NCc3ccco3)cc2C1=O`?
E coli WT inh: -14

How did CCOC(=O)CSc1nc2sc(C)c(C)c2c(=O)[nH]1 do in these assays?
E coli WT inh: -2

Results for CCOC(=O)c1ccc(CC2S/C(=C(\C#N)C(C)=O)NC2=O)cc1 (centres undefined) ?
E coli WT inh: -2

How did COc1ccc(C2c3c(oc4ccccc4c3=O)C(=O)N2c2ccc(C)cn2)cc1OC (centres undefined) do in these assays?
E coli WT inh: 2

Results for CCCCn1c(NCc2ccccc2O)nc2ccccc21 ?
E coli WT inh: 5

Results for O=C(c1cc2ccccc2oc1=O)N1CCCC1 ?
E coli WT inh: 4

What do the screens show for `O=C(COc1ccc(F)cc1)NCC1CCCO1` (centres undefined)?
E coli WT inh: -14

What do the screens show for `O=C(Nc1ccc2c(c1)OCCO2)c1cncc(Br)c1`?
E coli WT inh: -19

What do the screens show for `COc1ccccc1C(=O)NCC(=O)Nc1ccccc1`?
E coli WT inh: -11

How did CCCC12CN3CC(C)(CN(C1)C31C(=O)Nc3ccc(C)cc31)C2=O (centres undefined) do in these assays?
E coli WT inh: -16

Results for CN(c1ccc(C(=O)Nc2ccccc2C(=O)N2CCCC2)cc1)S(C)(=O)=O ?
E coli WT inh: -16

What do the screens show for `CCOc1ccccc1N(CC(=O)O)S(=O)(=O)c1ccc(C)cc1`?
E coli WT inh: -18

How did O=C(CCNc1cc(Cl)cc(Cl)c1)c1ccco1 do in these assays?
E coli WT inh: 5

How did CSc1nc(-c2ccco2)nn1C(=O)Cc1ccccc1 do in these assays?
E coli WT inh: -20

Results for CCOc1ccc(S(=O)(=O)Nc2cc(Cl)ccc2O)cc1 ?
E coli WT inh: -13

How did CC(=O)Nc1nc(C)c(-c2csc(Nc3ccc(O)cc3)n2)s1 do in these assays?
E coli WT inh: 5

Reprinted at random: 4 records from the list.
Results for O=C(c1cc2ccccc2oc1=O)N1CCCC1 ?
E coli WT inh: 4

What do the screens show for `O=C(COc1ccc(F)cc1)NCC1CCCO1` (centres undefined)?
E coli WT inh: -14

How did CSc1nc(-c2ccco2)nn1C(=O)Cc1ccccc1 do in these assays?
E coli WT inh: -20

Results for CCOc1ccc(S(=O)(=O)Nc2cc(Cl)ccc2O)cc1 ?
E coli WT inh: -13

Next section:
Results for Cn1nc(CC(=O)NCCN2C(=O)CSC2=O)c2ccccc2c1=O ?
E coli WT inh: -29

Results for O=S1(=O)CCC(NS(=O)(=O)/C=C/c2ccccc2)C1 (centres undefined) ?
E coli WT inh: -4

What do the screens show for `Cc1nc(/N=C\N(C)C)sc1C(=O)Nc1ccccc1`?
E coli WT inh: -4

What do the screens show for `COc1ccc(S(=O)(=O)N2CCOCC2)cc1C(=O)Nc1ccon1`?
E coli WT inh: -17

Results for O=C(Nc1ccc2c(c1)OCCO2)NC12CC3CC(CC(C3)C1)C2 ?
E coli WT inh: -7

What do the screens show for `COc1c(Cl)ccc(Cl)c1C(=O)NC(=O)N1CCOCC1`?
E coli WT inh: -9

How did CCOC(=O)c1ccccc1NC(=O)c1ccc(Cl)c(S(=O)(=O)N2CCOCC2)c1 do in these assays?
E coli WT inh: -15

How did Cc1nc2ccccc2c2nc(NC(=O)Cc3ccccc3)nn12 do in these assays?
E coli WT inh: -8

Results for CCN1CCN(c2ccc(NC(=O)Cc3ccccc3)cc2)CC1 ?
E coli WT inh: -17

How did O=C(CN1CCCC1)Nc1ccc(NC(=O)Nc2ccccc2)cc1 do in these assays?
E coli WT inh: 4

How did COc1ccc(S(=O)(=O)Nc2cccc(C)n2)c2ccccc12 do in these assays?
E coli WT inh: 6

Some of these compounds in order of heavy-atom count, lowest first.
How did O=C(CCC1CCCC1)Nc1ccon1 do in these assays?
E coli WT inh: -4

What do the screens show for `Cc1nc(/N=C\N(C)C)sc1C(=O)Nc1ccccc1`?
E coli WT inh: -4

Results for CCOc1ccc(S(=O)(=O)Nc2cc(Cl)ccc2O)cc1 ?
E coli WT inh: -13

Results for CCCCn1c(NCc2ccccc2O)nc2ccccc21 ?
E coli WT inh: 5

What do the screens show for `CCOc1ccccc1N(CC(=O)O)S(=O)(=O)c1ccc(C)cc1`?
E coli WT inh: -18

How did O=C(CN1CCCC1)Nc1ccc(NC(=O)Nc2ccccc2)cc1 do in these assays?
E coli WT inh: 4

How did Cc1cc(C)nc(NC(=NCc2ccc3c(c2)OCO3)NC(=O)Nc2ccccc2)n1 do in these assays?
E coli WT inh: -18

Screens from PubChem BioAssay.
